Source: PubChem (National Center for Advancing Translational Sciences (NCATS))
Pin1 inhibitor: inhibitors of human Pin1; Q13526; Pin1 FP peptide displacement, HiFluor488, 10 min; Potency, µM (titrated, usually from 115 µM), without a hit: top-dose activity, negative = inhibition, hits mostly inhibitors; actives 0.009% (n = 390,000); AID 504891; active = well fitted inhibition curve with a large enough effect in the polarisation, with a control signal flat, not every such curve was filed as active; inconclusive = small, poorly fitted or top-dose-only effect, or effect the other way, or a change in a side signal; inactive = no such curve, though single readings can be large or run the other way; the % refers to the polarisation; also: potency is read from the fitted curve at half-maximal effect; % is scaled to controls: 0 for no effect and ±100 for the full control effect
Target sequence (Q13526 whole entry, looked up): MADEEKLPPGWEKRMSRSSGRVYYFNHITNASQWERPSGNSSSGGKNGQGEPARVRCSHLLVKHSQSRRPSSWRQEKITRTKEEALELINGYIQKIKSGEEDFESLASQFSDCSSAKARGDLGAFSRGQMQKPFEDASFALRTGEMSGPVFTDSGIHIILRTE
TRHR enhancer: allosteric enhancers of human TRH receptor | enhancement, % at 2 µM | P34981 | actives 0.66% (n = 360,000) | TRHR cells, fluo-8 calcium fluorescence, EC20 TRH enhancement; in the data active = enhancement above about 30%; also: 0% is about no effect
Target sequence (P34981 whole entry, looked up): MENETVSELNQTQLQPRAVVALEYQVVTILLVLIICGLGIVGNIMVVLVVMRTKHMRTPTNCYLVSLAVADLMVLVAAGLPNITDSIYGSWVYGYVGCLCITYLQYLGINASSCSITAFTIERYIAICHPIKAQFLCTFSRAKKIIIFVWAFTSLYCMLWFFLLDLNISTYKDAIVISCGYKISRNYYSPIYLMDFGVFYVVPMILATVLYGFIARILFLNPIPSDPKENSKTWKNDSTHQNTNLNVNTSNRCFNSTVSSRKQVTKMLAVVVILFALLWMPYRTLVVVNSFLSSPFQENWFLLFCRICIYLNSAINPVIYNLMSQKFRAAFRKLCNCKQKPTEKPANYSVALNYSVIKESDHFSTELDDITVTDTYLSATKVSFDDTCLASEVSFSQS
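TRHR-expressing cells loaded with fluo-8 calcium dye were read kinetically (ex 480/em 530) during compound addition, then stimulated with an EC20 of TRH (10 nM final). Enhancement of the Gq-mediated intracellular calcium response was scored.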
TRHR agonist: agonists of human TRH receptor; P34981; TRHR cells, calcium flux fluo-8, FDSS agonist mode; activation, % at 2 µM; actives 0.18% (n = 360,000); in the data active = activation above about 30%; also: 0% is about no effect
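TRHR-expressing cells, plated overnight in medium with 10% serum, were loaded with fluo-8 calcium dye at room temperature. After a 10 s baseline, library compound was pin-added and calcium release was recorded kinetically (ex 480/em 530) as agonist response.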
rTrxR1 inhibitor: inhibitors of rat thioredoxin reductase 1. O89049. recombinant rTrxR1, NADPH fluorescence consumption, selenite substrate. Potency, µM (titrated, usually from 114 µM), without a hit: at the top dose activity change, negative = inhibition, usual class: inhibitors. actives 1% (n = 390,000). AID 588453; also: potency is read from the fitted curve at half-maximal effect; % is scaled to controls: 0 for no effect and ±100 for the full control effect; nearly all actives have a fitted effect of over 65% in size
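Rat TrxR1 (90 nM in the dispensed reagent) was pre-reduced with 400 uM NADPH for 5 min at room temperature, then incubated with compound for 15 min. After 400 uM selenite was added, NADPH fluorescence (Ex 340/Em 450 nm) was followed for 8 min.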
IDH1 R132H inh: inhibitors of human mutant IDH1 R132H; Potency, µM (doses to about 76.6 µM), for the others: at the highest dose activity change, negative = inhibition, most hits filed as inhibitors; IDH1-R132H enzyme, NADPH consumption, diaphorase/resazurin fluorescence; O75874; actives 0.093% (n = 390,000); also: potency is read from the fitted curve at half-maximal effect; % is scaled to controls: 0 for no effect and ±100 for the full control effect; nearly all actives have a fitted effect of over 65% in size
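IDH1-R132H (0.5 ug/mL) preincubated 30 min with compound, then NADPH (0.016 mM) and alpha-KG (2 mM) added; 80 min at RT, pH 7.5. Remaining NADPH coupled via diaphorase/resazurin to fluorescence (540/590 nm); concentration-response curves normalized to no-enzyme control.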
USP1-UAF1 inh: USP1/UAF1 (human) deubiquitinase inhibition; O94782; recombinant USP1/UAF1, Ub-Rhodamine cleavage fluorescence; Potency, µM (doses to about 57.1 µM), for inactives: at the top dose activity change, negative = inhibition, hits mostly inhibitors; actives 0.23% (n = 390,000); also: potency is read from the fitted curve at half-maximal effect; % is scaled to controls: 0 for no effect and ±100 for the full control effect; nearly all actives have a fitted effect of over 60% in size; inactives centre near -12
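USP1/UAF1 complex (1 nM) preincubated 15 min at room temperature with compound, then Ub-Rho substrate (150 nM final) added. Kinetic fluorescence at 480/540 nm over 6 reads at 60 s intervals; 50 mM HEPES pH 7.8, 0.5 mM EDTA, 0.1 mg/ml BSA, 1 mM TCEP, 0.01% Tween-20.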
D2 ag: D2 dopamine receptor (human) agonism; P14416; HEK293 T-REx D2 cells, calcium flux agonist mode; activation, % at 2 µM; actives 0.53% (n = 340,000); AID 485358;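 active = activation over 3 SD above normal in the single-dose calcium agonist read, cut at about 30% in these data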; also: 0% is about no effect
Target sequence (P14416 whole entry, looked up): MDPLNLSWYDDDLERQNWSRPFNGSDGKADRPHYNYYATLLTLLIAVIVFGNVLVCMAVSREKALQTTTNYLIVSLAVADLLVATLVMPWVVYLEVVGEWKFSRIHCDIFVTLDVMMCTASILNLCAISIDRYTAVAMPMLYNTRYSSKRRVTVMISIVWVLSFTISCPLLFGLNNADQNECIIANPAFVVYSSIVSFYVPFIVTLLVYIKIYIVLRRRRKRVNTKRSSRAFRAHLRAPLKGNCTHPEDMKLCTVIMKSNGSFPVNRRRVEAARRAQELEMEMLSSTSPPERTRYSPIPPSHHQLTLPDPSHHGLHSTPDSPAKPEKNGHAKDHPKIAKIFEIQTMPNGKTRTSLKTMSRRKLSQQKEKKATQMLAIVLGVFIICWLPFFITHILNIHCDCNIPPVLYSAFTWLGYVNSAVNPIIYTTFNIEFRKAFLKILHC
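Agonism scored from kinetic calcium signal (1 read/sec, 180 s) following compound pin transfer, after a 10 s baseline. Cells: HEK293 Trex line expressing inducible D2 receptor coupled to calcium, dye-loaded after overnight culture at 30 C.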
TrxR1 substrate: substrates of rat thioredoxin reductase 1; O89049; purified TrxR1 substrate turnover, NADPH consumption readout; Potency, µM (doses to about 114 µM), for the others: at the top dose activity change, negative = substrate turnover; actives 0.01% (n = 390,000); also: potency is read from the fitted curve at half-maximal effect; % is scaled to controls: 0 for no effect and ±100 for the full control effect; nearly all actives have a fitted effect of over 50% in size
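Rat TrxR1, dispensed at 90 nM, was prereduced with 400 uM NADPH (final) for 5 min at ~22 deg C, then incubated with compound 15 min before 400 uM selenite. A first-read NADPH fluorescence drop versus no-compound background flagged substrates.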
D2 antag: antagonizes the human D2 dopamine receptor. inhibition, % at 10 µM. AID 485344. actives 2% (n = 340,000). HEK293 TREx D2 cells, calcium flux, dopamine EC80; in the data active = inhibition above about 30%; also: 0% is about no effect
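Cells plated overnight at 30 C with tetracycline; no-wash calcium dye, 30–90 min RT; 10 s baseline; compound pinned; 180 s read; EC80 dopamine added; another 180 s read.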
* marks the source's active call; other numbers are inactive results; u = inconclusive; x = not tested or not shown; [ ] = dose if it differs, or a comment. Unless noted, calls follow the shape of the dose curve; as a rule, active = well fitted inhibition curve with a large enough effect; inconclusive = small, poorly fitted or top-dose-only effect; inactive = no such curve, though single readings can be large or run the other way.

smiles	Pin1 inhibitor	TRHR enhancer	TRHR agonist	rTrxR1 inhibitor	IDH1 R132H inh	USP1-UAF1 inh	D2 ag	TrxR1 substrate	D2 antag
Brc1ccc(-c2nc(N/N=C/c3cccnc3)c3ccccc3n2)cc1	0%	3	-1.3	2%	7%	-14%	1.1	4%	1
O=C(CN1CCN(c2ccc(F)cc2)CC1)Nc1ccc(S(=O)(=O)N2CCOCC2)cc1	-4%	-3	0.0	7%	-7%	-11%	3.5	-7%	-7
CC1(C)Cc2c(sc(NC(=O)C(=O)N3CCCCC3)c2C(=O)O)CO1	-6%	10	-0.8	9%	0%	-2%	-0.2	9%	-22
C#CCOCCOCCOCCNc1nc(N2CCN(C(=O)Cn3cc(CCCN=C(N)N)nn3)CC2)nc(N2CCN(C(=O)[C@H]([C@@H](C)CC)n3cc(CCCN=C(N)N)nn3)CC2)n1	x	29	0.2	x	x	x	0.6	x	-16
Oc1ccc(/C=N/Nc2ccnc3cc(Cl)ccc23)c(O)c1	u	-2	6.4	11%	4%	u	3.1	5%	6
O=C1NC(=S)/C(=C\c2ccc(-c3ccccc3Cl)o2)S1	u	-1	3.3	-34%[11.4 µM]	-13%	-26%	1.5	-3%[11.4 µM]	-8
O=C(Nc1cccnc1)c1c(O)c2cccc3c2n(c1=O)CC3	0%	2	0.2	16%	7%	-11%	x	3%	x
O=C(CN1CCN(c2ccccc2)CC1)Nc1ccc(F)cc1	-2%	1	-0.4	15%[57.1 µM]	6%	-21%	20	9%[57.1 µM]	13
C=CCOc1ccc(CN(C)C(=O)C2CCCO2)cc1 (configuration not stated)	-2%	2	0.2	-5%	-5%	-4%	-0.3	2%	25
CN(C)S(=O)(=O)c1c(Cl)cccc1Cl	28%	2	-1.5	12%	14%	-2%	-2.2	5%	-20

3 compounds already listed, sorted by the value under TRHR agonist, ascending.
| molecule | Pin1 inhibitor | TRHR enhancer | TRHR agonist | rTrxR1 inhibitor | USP1-UAF1 inh | TrxR1 substrate | D2 antag |
| --- | --- | --- | --- | --- | --- | --- | --- |
| CN(C)S(=O)(=O)c1c(Cl)cccc1Cl | 28% | 2 | -1.5 | 12% | -2% | 5% | -20 |
| O=C(Nc1cccnc1)c1c(O)c2cccc3c2n(c1=O)CC3 | 0% | 2 | 0.2 | 16% | -11% | 3% | x |
| O=C1NC(=S)/C(=C\c2ccc(-c3ccccc3Cl)o2)S1 | u | -1 | 3.3 | -34%[11.4 µM] | -26% | -3%[11.4 µM] | -8 |

(continued)
smiles	Pin1 inhibitor	TRHR enhancer	TRHR agonist	rTrxR1 inhibitor	IDH1 R132H inh	USP1-UAF1 inh	D2 ag	TrxR1 substrate	D2 antag
O=C(Nc1nnc(C2=COCCO2)o1)c1ccc([N+](=O)[O-])cc1	1%	-5	-0.9	0%	6%	-15%	0.2	-7%	-10
CN(NS(=O)(=O)c1ccc(Cl)cc1)c1nc(C(F)(F)F)nc2ccccc12	-7%	-12	2.4	9%	0%	-11%	3.0	-3%	13
Cc1c(N2C(=O)C(C)SC23C(=O)Nc2ccccc23)c(=O)n(-c2ccccc2)n1C (configuration not stated)	-1%	-1	0.1	8%	-3%	-8%	0.9	0%	-14
CCOC(=O)C1CCN(Cc2cn3c(-c4ccc(OC)cc4)nnc3s2)CC1	-1%	-1	0.4	23%[57.1 µM]	-4%	-19%	-1.3	1%[57.1 µM]	x
CCN(CC(=O)NC1CCS(=O)(=O)C1)S(=O)(=O)c1ccc(C)cc1C (configuration not stated)	-3%	8	-0.3	-7%	1%	-14%	0.0	-3%	5
O=C(CCNS(=O)(=O)c1ccccc1C(F)(F)F)NC1CCCCCC1	2%	-2	0.1	-7%	4%	-4%	0.3	-13%	7
COCc1c(C(=O)NC2CCCCC2)sc2cccc(F)c12	1%	-7	2.7	11%	-15%	-23%	3.6	-1%	19
Oc1ccccc1C=NCCCCCCN=Cc1ccccc1O	6%	-1	-0.2	19%	7%	-19%	1.0	1%	-5
COc1ccc(N2C(=NC(=O)CCCc3ccccc3)SC3CS(=O)(=O)CC32)cc1 (configuration not stated)	-1%	3	-0.2	3%	-7%	-8%	0.3	-4%	8
Nc1c(S(=O)(=O)c2ccccc2)nnn1-c1ccccc1	-7%	29	-0.2	7%	0%	-13%	0.0	-4%	-13
O=S1(=O)CC(O)C(N2CCC(c3ccccc3)CC2)C1 (configuration not stated)	-9%	9	1.1	12%	7%	u	-1.7	9%	0
CCC(=O)N1CCc2cc(Br)cc(S(=O)(=O)N3CCCCCC3)c21	2%	1	0.1	1%[57.1 µM]	-2%	-9%	-0.2	2%[57.1 µM]	-8
CCn1cc(C(=O)N2CC(C)CC(C)C2)c(=O)c2cc(S(=O)(=O)N3CCCC3)ccc21 (configuration not stated)	-6%	-6	0.0	24%	9%	-6%	0.1	-3%	4
Nc1nc(SCc2ccc([N+](=O)[O-])cc2)c2ncn(C3OC(CO)C(O)C3O)c2n1 (configuration not stated)	-1%	8	0.6	-7%	-1%	-1%	-0.1	-12%	36*
COC(=O)/C(C#N)=C/c1ccc(-c2ccc(S(N)(=O)=O)cc2)o1	3%	18	-0.5	3%	-5%	-11%	-0.3	3%	3
Cc1cccc(NC(=O)Cn2nc(N3CCN(c4ccccc4)CC3)ccc2=O)c1C	5%	5	-0.5	7%[57.1 µM]	-5%	7%	-0.2	-1%[57.1 µM]	x
CC1C/C(=N/NC(=O)c2cccs2)CC(C)(C)C1 (configuration not stated)	2%	-1	0.7	-2%[57.1 µM]	3%	-3%	-0.2	0%[57.1 µM]	-6
CCc1nnc(NC(=O)CSc2ccc(-c3nc4ccc(C)cc4[nH]3)cn2)s1	32%[activator]	-5	-0.6	-1%	12%	-17%	-0.2	9%	6
Cc1ccc(N(C(=O)c2ccc3c(c2)OCO3)C2C=CS(=O)(=O)C2)cc1 (configuration not stated)	-7%	0	-0.1	15%	5%	-7%	1.0	7%	-26
COc1cc2cc(C(=O)Nc3ccccc3)c(N)nc2cc1OC	1%	-3	0.2	14%[57.1 µM]	-3%	-15%	0.5	38%[activator][57.1 µM]	-13

D2 antag, what is marked active above
Molecule	Pin1 inhibitor	TRHR enhancer	TRHR agonist	rTrxR1 inhibitor	USP1-UAF1 inh	TrxR1 substrate	D2 antag
Nc1nc(SCc2ccc([N+](=O)[O-])cc2)c2ncn(C3OC(CO)C(O)C3O)c2n1 (configuration not stated)	-1%	8	0.6	-7%	-1%	-12%	36*

More results.
Below each compound: Pin1 inhibitor, TRHR enhancer, TRHR agonist, rTrxR1 inhibitor, IDH1 R132H inh, USP1-UAF1 inh, D2 ag, TrxR1 substrate, D2 antag
- COc1ccc(C(c2nnnn2Cc2ccccc2)N2CCN(c3ccccc3)CC2)cc1 (configuration not stated)
 : 33%[activator], 0, -0.5, 23%[57.1 µM], 3%, -27%, 0.2, 12%[57.1 µM], -17
- CN(CCO)c1cc(N(C)CCO)c([N+](=O)[O-])cc1[N+](=O)[O-]
 : 1%, -3, 1.7, 7%[57.1 µM], -5%, -8%, 0.3, -3%[57.1 µM], 10
- Cn1cccc1C(=O)Nc1nc(-c2ccccn2)cs1
 : -3%, 6, -0.7, -14%, 1%, -10%, -0.2, -12%, 2
- O=C(NC1CCCC1)c1cc(S(=O)(=O)N2CCOCC2)c(Cl)cc1Cl
 : -1%, -4, 0.9, 15%[57.1 µM], 6%, -18%, x, -3%[57.1 µM], x
- CCc1nnc(NC(=O)CSc2nnc(-c3cc4ccccc4cc3O)n2CC)s1
 : u, -4, 0.0, -24%, 8%, -6%, 0.6, -17%, 0
- CCN(CC(=O)Nc1ccccc1C(F)(F)F)C(=O)c1ccccc1Cc1ccccc1
 : u, -9, 0.7, 8%, 2%, 1%, 0.0, -8%, -12
- CCC/C(C(=O)NCCO)=C1/c2ccccc2C(=O)N1c1ccccc1
 : 2%, x, x, 6%, -21%, -4%, x, 4%, x
- Cc1ccn(C(=O)c2ccc(NC(=O)C3CC3)cc2)n1
 : -3%, 4, -1.0, -8%, -7%, -10%, 0.4, -11%, -35
- O=C(O)C1=C[C@@H](c2coc3ccccc3c2=O)C[C@@H](OCCCCO)O1
 : 1%, -9, -0.5, -12%, -18%, -9%, 0.3, 7%[57.1 µM], 0
- O=C(CSc1nc2ccccc2c(=O)n1-c1ccccc1)N1CCc2ccccc21
 : -7%, -21, -0.1, -8%, 0%, 3%, x, -16%, x
- CCc1ccccc1NC(=O)C(C)n1nc([N+](=O)[O-])c(Br)c1C (configuration not stated)
 : 0%, -8, -0.5, -7%, -1%, 14%, 0.3, 2%, -2
- O=C1CCCc2[nH]c(-c3ccccc3)nc21
 : -7%, 8, -2.6, 2%, 0%, -20%, -0.6, -2%, 28

Some of the compounds tested. The share of hits here may be higher or lower than overall.
